# Screening data as filed in PubChem BioAssay.
# hgDAF12 agonist: hgDAF-12 agonism, primary luciferase screen | activation, % at 6.8 µM | 370,000 tested, 1.8% active | HEK293 GAL4-hgDAF12 UAS-luciferase reporter, agonist luminescence; normalized to butyrate control;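 active = activation above a cutoff set at the mean of all screened compounds plus 3 SD, cut at about 10% in these data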;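 also: 0% = DMSO wells and 100% = sodium butyrate wells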
# PLCg1 inh: blocks human PLC-gamma1 enzyme activity | AID 720700 | purified PLC-gamma1, fluorogenic substrate, fluorescence | 370,000 tested, 0.84% active | inhibition, % at 12.2 µM; in the data active = inhibition above about 9.5%
# Target sequence (P19174 whole entry, looked up): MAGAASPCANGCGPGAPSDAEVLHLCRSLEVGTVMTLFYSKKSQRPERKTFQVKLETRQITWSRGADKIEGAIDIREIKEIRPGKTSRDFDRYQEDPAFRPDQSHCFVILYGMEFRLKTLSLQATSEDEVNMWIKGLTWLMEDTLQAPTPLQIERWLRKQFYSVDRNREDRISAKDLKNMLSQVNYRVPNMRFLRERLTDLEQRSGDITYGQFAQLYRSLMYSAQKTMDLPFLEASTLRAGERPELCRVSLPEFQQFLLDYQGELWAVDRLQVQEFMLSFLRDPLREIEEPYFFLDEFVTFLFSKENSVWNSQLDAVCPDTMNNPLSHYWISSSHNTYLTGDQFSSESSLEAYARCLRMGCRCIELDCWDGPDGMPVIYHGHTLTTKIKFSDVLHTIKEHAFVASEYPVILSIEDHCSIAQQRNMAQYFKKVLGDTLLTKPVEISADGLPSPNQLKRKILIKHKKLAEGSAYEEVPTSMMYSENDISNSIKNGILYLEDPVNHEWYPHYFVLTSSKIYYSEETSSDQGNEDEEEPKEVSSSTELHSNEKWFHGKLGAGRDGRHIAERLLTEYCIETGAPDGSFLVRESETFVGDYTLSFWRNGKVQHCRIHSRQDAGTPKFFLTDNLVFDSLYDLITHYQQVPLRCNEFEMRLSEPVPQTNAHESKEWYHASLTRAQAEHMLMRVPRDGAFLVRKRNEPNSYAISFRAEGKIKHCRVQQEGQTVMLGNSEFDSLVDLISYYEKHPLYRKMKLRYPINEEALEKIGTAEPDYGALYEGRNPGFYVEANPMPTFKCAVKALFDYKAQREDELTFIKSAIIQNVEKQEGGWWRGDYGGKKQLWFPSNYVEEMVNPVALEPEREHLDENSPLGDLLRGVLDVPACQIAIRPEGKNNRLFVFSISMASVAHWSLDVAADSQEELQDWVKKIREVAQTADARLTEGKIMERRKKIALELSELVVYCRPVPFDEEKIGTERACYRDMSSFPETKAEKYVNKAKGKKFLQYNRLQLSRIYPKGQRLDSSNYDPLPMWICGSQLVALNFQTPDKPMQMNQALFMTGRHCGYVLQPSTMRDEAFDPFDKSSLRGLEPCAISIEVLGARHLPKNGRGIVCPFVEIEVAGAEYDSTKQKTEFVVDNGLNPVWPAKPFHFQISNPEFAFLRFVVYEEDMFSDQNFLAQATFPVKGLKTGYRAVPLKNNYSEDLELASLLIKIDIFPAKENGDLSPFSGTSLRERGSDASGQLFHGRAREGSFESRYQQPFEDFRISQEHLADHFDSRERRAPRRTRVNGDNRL
# DAX1 inh-1: inhibitors of DAX1 repression of SF-1 activated StAR promoter; 370,000 tested, 1.1% active; AID 652010; inhibition, % at 6.8 µM; HEK293T StAR-luciferase reporter, SF-1/DAX-1 repression relief;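 active = inhibition above the mean over all tested compounds plus 3 SD, cut at about 3.6% in these data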;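 also: 0% = DAX-1 cells with DMSO and 100% = cells lacking DAX-1 with DMSO; higher inhibition means more luminescence from relief of DAX-1 repression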
# DAX1 inh-2: inhibits human nuclear receptor DAX1; HEK293 Gal4-DAX1 luciferase reporter, luminescence; inhibition, % at 6.75 µM; 340,000 tested, 0.99% active; AID 504766;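 active = inhibition above the mean over all tested compounds plus 3 SD, cut at about 4.2% in these data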;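 also: 0% = DAX1-transfected cells with DMSO and 100% = empty-vector control cells with DMSO; inhibition shows as a rise in luminescence from relieved DAX1 repression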
# PLC-beta3 inh: blocks human PLC-beta3 enzyme activity; Purified PLC-beta3, fluorogenic substrate, fluorescence; inhibition, % at 12.2 µM; 370,000 tested, 0.18% active; Q01970; AID 720704; in the data active = inhibition above about 11%;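 also: 0% = median of compound wells on plate and 100% = full blocker control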
# hcDAF-12 act: H. contortus DAF-12 activation, primary screen; AID 652067; activation, % at 6.8 µM; HEK293 hcDAF-12 lit1-tk-luc reporter, luminescence; 0% DMSO, 100% Δ7-dafachronic acid; 370,000 tested, 1.4% active;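 active = activation above the mean of all tested compounds plus 3 SD, cut at about 5.5% in these data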;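 also: 100% = response to 3 µM Δ7-dafachronic acid high control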
# NR1D1 modulator: modulates human Rev-erb alpha binding to DNA | AID 1259318 | 370,000 tested, 0.79% active | activity, % at 10 µM | Rev-erbα–FITC-DNA binding, fluorescence polarization, 90 min;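 active = activity above about 14%, limit read from the data; passing the limit was not always enough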;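 also: 0% = DMSO wells with 35 nM protein and 100% = DMSO wells with 750 nM protein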
# MBD2 inh: inhibitors of human MBD2 binding to methylated oligonucleotide; Q9UBB5; TR-FRET; inhibition, % at 4.4 µM; 370,000 tested, 0.31% active; AID 686964; in the data active = inhibition above about 13%
# ssDAF-12 act: activators of S. stercoralis DAF-12 nuclear receptor. HEK293 ssDAF-12/GRIP1 lit1-tk-luc reporter, luminescence; % of 3 µM dafachronic acid response. activation, % at 6.8 µM. 370,000 tested, 1% active;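 active = activation above the mean over all tested compounds plus 3 SD, cut at about 0.9% in these data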;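 also: 0% = DMSO-only wells and 100% = 3 µM delta7-dafachronic acid wells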
# SMARCA2 activ: increases SMARCA2 function in MMTV reporter cells | AID 652017 | MG213 cells, MMTV-luciferase reporter, dexamethasone, overnight | 370,000 tested, 1% active | activation, % at 9.1 µM; in the data active = activation above about 7.8%;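 also: 0% = vehicle wells and 100% = reference activator wells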
# ADAM17 inh: inhibitors of human ADAM17; 370,000 tested, 0.83% active; inhibition, % at 6.95 µM; recombinant ADAM17, EDANS/DABCYL FRET peptide cleavage;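 active = inhibition above the mean of compounds lying between control limits plus 3 SD, set per campaign, cut at about 8.5% in these data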;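 also: 0% = DMSO-only wells as the low control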
# Active calls of the source: *; i = inactive; / = not tested or not shown. The order is random; any-hit rate near 7.4%.
SMILES,hgDAF12 agonist,PLCg1 inh,DAX1 inh-1,DAX1 inh-2,PLC-beta3 inh,hcDAF-12 act,NR1D1 modulator,MBD2 inh,ssDAF-12 act,SMARCA2 activ,ADAM17 inh
CN(C)S(=O)(=O)c1ccc(C(=O)NCc2nnc(SCC(=O)N3CCCC3)o2)cc1,1.2,3,-0.5,0.7,-2,-1.1,-5,4,-0.2,-2,-2
C[C@@H]1CN([C@H](C)CO)C(=O)c2c(c3ccccc3n2C)-c2ccccc2CO[C@H]1CN(C)S(=O)(=O)c1cn(C)cn1,2.5,0,-0.7,1.3,-4,-1.5,-1,0,-1.0,-4,-2
CC(C)CNC(=O)C1CCCN(C(=O)NCc2ccccc2)C1 (centres undefined),-3.6,-1,-0.2,1.5,-2,-1.2,3,-1,-1.1,0,-3
CCN(CC)CCCNc1nc2cc(OC)c(OC)cc2c2nc(-c3cccnc3)nn12,3.1,-16,0.5,0.4,-22,0.7,-2,69*,-0.3,5,-2
CC1(C)Cc2cccc(OCC(=O)NCc3ccccc3F)c2O1,-1.1,-2,-0.4,-0.9,-2,1.9,14,2,-0.9,3,-2
O=c1c2ccccc2sn1-c1ccccc1,1.1,-2,-1.6,-0.3,1,-0.3,-3,4,-1.1,5,-4
O=C(O)c1cc(-c2c[nH]c3ccccc23)nc2cc3ccccc3cc12,6.3,i,2.0,/,i,8.7*,6,-2,1.6*,3,-96
COC(=O)c1ccc(CN2CCC(CO)(Cc3cccc(OC)c3)CC2)cc1,-0.3,-2,0.4,-1.4,-1,-0.8,-4,2,0.0,0,-1
O=C(COc1cccc(-n2cnnn2)c1)Nc1ccccc1,3.1,3,-0.2,1.0,-4,-0.9,-1,8,-1.1,-3,-1
CCOC(=O)c1cn(CC(=O)Nc2ccc(C)cc2)nn1,2.8,0,0.7,-0.1,2,-0.7,-5,3,-1.6,5,1
S=C1CSc2ccccc2N1,-2.0,5,-0.2,-0.8,-1,2.2,1,-1,-0.4,-1,1
CC(=O)c1c(C)[nH]c(C(=O)O)c1C,0.8,0,0.1,0.8,5,-0.3,1,-9,-0.8,0,-3

# Entries above that have an aryl methoxy group:
SMILES,hgDAF12 agonist,PLCg1 inh,DAX1 inh-1,DAX1 inh-2,PLC-beta3 inh,hcDAF-12 act,NR1D1 modulator,MBD2 inh,ssDAF-12 act,SMARCA2 activ,ADAM17 inh
CCN(CC)CCCNc1nc2cc(OC)c(OC)cc2c2nc(-c3cccnc3)nn12,3.1,-16,0.5,0.4,-22,0.7,-2,69*,-0.3,5,-2
COC(=O)c1ccc(CN2CCC(CO)(Cc3cccc(OC)c3)CC2)cc1,-0.3,-2,0.4,-1.4,-1,-0.8,-4,2,0.0,0,-1

# Continuation.
SMILES,hgDAF12 agonist,PLCg1 inh,DAX1 inh-1,DAX1 inh-2,PLC-beta3 inh,hcDAF-12 act,NR1D1 modulator,MBD2 inh,ssDAF-12 act,SMARCA2 activ,ADAM17 inh
O=C(CNC(=O)c1ccccc1)Nc1cccc(C(F)(F)F)c1,-2.4,1,-0.1,0.0,1,-3.7,9,-5,-0.4,-4,-1
COc1ccc(-c2cnc3c(NC(C)=O)cc(-c4cccc(NS(C)(=O)=O)c4)cn23)cc1OC,0.5,-18,-1.5,/,-24,-0.2,-3,0,-1.1,6,-4
CN(c1ccc([N+](=O)[O-])cc1C(N)=O)C1CCCCC1,-0.6,1,-0.6,3.7,0,-1.9,2,-7,-1.8,-1,4
CCN1CCCC1CNC(=O)CN1C(=O)COc2ccc(C)cc21 (centres undefined),3.3,0,0.4,0.1,2,1.1,-4,2,-1.2,-2,1
C[C@@H](C(=O)NCc1ccccc1)N1C(=O)C2CC=CCC2C1=O (some centres undefined),1.1,-1,-0.4,-0.6,-2,0.3,1,2,-0.3,0,3
COc1cc(S(=O)(=O)N2CCN(c3ccccc3)CC2)ccc1F,-1.0,3,-1.1,-0.6,-2,-0.7,-2,2,-1.8,-2,-4
COc1ccc(N(C(=O)c2snc(C(N)=O)c2N)C(C(=O)NCc2ccccc2)c2ccc(O)cc2)cc1 (centres undefined),-3.8,-15,-0.6,1.1,-33,-0.2,-4,-6,-0.7,-2,-8
CN(Cc1ccccc1)CC(O)COc1ccc(CNCc2cc3ccccc3s2)cc1 (centres undefined),-1.9,7,-1.1,-1.6,-3,-2.0,-8,3,-1.6,-1,2
O=C(Nc1ccc(NC(=O)c2ccccc2F)cn1)c1ccco1,14*,-1,1.1,-2.5,-1,3.0,-3,1,0.2,3,-4
CCCCC(c1nnnn1C1CCCC1)N1CCN(C(=O)c2ccco2)CC1 (centres undefined),1.4,2,-0.2,-0.6,2,-1.8,-6,-3,-1.4,1,-4
CCCCC(=O)Nc1cccc(C(C)O)c1 (centres undefined),0.2,0,-0.1,/,-1,-1.3,-2,-1,-1.3,-2,-4
Nc1nncn1C(=O)CCc1ccccc1,1.4,-3,-0.6,1.4,1,0.2,-3,2,-0.9,-3,-4
CC1(C)CC2CC(C)(CN2S(=O)(=O)c2cccc(N)c2)C1 (centres undefined),-2.1,1,-0.4,1.8,-1,-0.4,0,1,-1.5,-2,-4
Cc1sc2ccccc2[n+]1CC(=O)O,1.5,0,-0.1,3.8,-6,-0.9,0,-5,-1.9,-4,-4
CCN(CC)C(=O)c1nc[nH]c1C(=O)N1CCC(C)CC1,-3.2,-1,-0.5,-1.0,-2,-0.3,3,-6,-0.7,-2,-3
COc1cc(/C=C/c2ccc3c([N+](=O)[O-])cccc3n2)ccc1OCC(=O)O,1.4,0,-0.4,0.7,-8,-0.8,0,-6,-1.2,-2,4
Cc1sc2ncn(CC(=O)NCc3ccccn3)c(=O)c2c1S(=O)(=O)N1CCOCC1,-3.8,1,0.0,-0.4,-1,-1.9,2,-2,-0.9,-1,-5
O=C(NCc1ccccc1CN1CCCC1)c1ccc(S(=O)(=O)Nc2ccccc2)cc1,-1.6,1,0.7,1.2,-8,0.4,3,-4,-0.7,-4,-3
CCOc1ccccc1NC1=C(Cl)C(=O)N(c2ccccc2)C1=O,-1.5,-3,-0.3,-2.7,-8,1.4,-1,1,-1.7,-6,3
O=C(NCCCN1CCOCC1)c1ccc2c(c1)N(Cc1cccc(F)c1)C(=O)c1ccccc1S2,-1.2,1,0.1,-0.1,-7,1.1,-4,-3,-1.3,0,4
O=C(Oc1ccccc1C(=S)N1CCOCC1)c1cccc([N+](=O)[O-])c1,-1.2,0,-0.1,1.8,-10,-2.9,3,-5,-0.1,-2,0
Cc1cc(Cl)ccc1OCC(=O)NCCOc1nc(N2CCOCC2)nc(N2CCOCC2)n1,-1.2,6,-0.5,1.9,7,-1.1,-4,-3,-1.0,1,1
CC(C)OC(=O)/C(C#N)=C/c1cn(Cc2ccccc2)c2ccccc12,-2.8,-1,0.4,0.1,2,-0.6,-1,2,-1.1,-1,-1
NS(=O)(=O)c1ccc2nc(NC(=O)C3CCCO3)sc2c1 (centres undefined),2.3,0,0.3,-0.2,0,-0.6,0,2,-0.9,-1,-2
COC(=O)C1=NN(C(=O)c2cccc(Br)c2)C(O)(c2ccc(Cl)cc2)C1 (centres undefined),1.9,-8,0.3,0.7,-8,-1.1,0,0,-0.9,4,7
COc1ccc(CNC(=O)CCC(=O)Nc2nnc(CC(C)C)s2)cc1,-1.0,12*,-0.4,-0.3,-3,-1.4,3,-5,-1.1,-6,1
COc1ccccc1-c1nnc(SCC(=O)NCc2ccco2)n1N,-1.0,3,-0.2,2.8,4,-0.3,1,-3,-1.4,2,3
COc1ccc(C(=O)NCC(c2ccc3c(c2)OCO3)N2CCN(c3ccc(OC)cc3)CC2)cc1 (centres undefined),-2.4,0,-1.2,-0.7,-4,-2.5,-3,6,-1.5,-2,-4
O=C(NCc1ccc(F)cc1)Nc1nnc([C@H]2C[C@H](O)[C@@H](CO)O2)s1,2.6,-2,-0.3,/,1,-1.5,3,-6,-0.6,2,-3
O=C(c1ccc(CS(=O)(=O)Cc2ccccc2)cc1)N1CCCCC1,-3.0,1,-2.0,0.6,-7,-1.7,-7,3,-0.9,0,-4
COc1ccccc1CCC(=O)OCC(=O)Nc1cccc(S(=O)(=O)N2CCOCC2)c1,2.0,-1,0.1,-1.6,-4,1.3,-5,-2,-1.7,-3,2
COc1ccc(S(=O)(=O)N2CCN(c3nc(C)cc(C)n3)CC2)cc1,0.6,2,0.1,0.4,-3,-1.1,5,-7,-1.0,-2,-4
CC(c1nnc(SCC(=O)N(C)C2CCS(=O)(=O)C2)n1-c1ccccc1)N(C)C (centres undefined),0.8,-1,3.7*,0.3,-4,-1.4,4,5,-1.2,-2,-1
Cc1ccc(C)c(S(=O)(=O)N2CCCOC2CNC(=O)C(=O)NCc2ccccn2)c1 (centres undefined),-0.4,2,-0.1,-0.6,-6,-0.8,-3,4,-0.6,-2,-4
CSc1cccc(NS(=O)(=O)c2cccs2)c1,0.2,2,1.2,-0.8,1,-1.4,-1,1,-1.4,0,0
Cc1cc(NCCNC2=CC(=O)CCC2)nc2ccccc12,6.2,-29,0.3,-0.4,-33,3.0,-10,3,-0.6,3,-8
CC(C)NS(=O)(=O)c1ccc(OCC(N)=O)c(Cl)c1,0.7,0,0.8,-0.4,2,-1.1,1,4,-1.3,0,-2
Cc1ccc(C)c(OCc2cc(C(=O)NC(C)c3cnn(C)c3)no2)c1 (centres undefined),1.6,1,-0.6,0.8,-6,-1.6,6,3,-1.3,0,2
CCC(=O)NC(C)c1nc2ccccc2n1C (centres undefined),1.4,2,-0.6,3.9,1,-0.6,-4,-2,-0.9,3,-4
CCCn1c(N)c(N(CCOC)C(=O)CSc2cc(C)c3cccc(C)c3n2)c(=O)[nH]c1=O,-2.1,0,1.8,-0.4,-8,1.1,-9,5,-0.9,-4,-4
Cc1ccc(OCc2nc(C#N)c(NCc3ccc4c(c3)OCO4)o2)cc1,-3.1,1,-1.2,1.5,-1,-1.2,-5,-4,-1.8,-4,8
O=C(CCCn1c(=O)c2ccccc2n(CC(=O)N2CCN(c3ccccc3)CC2)c1=O)NCc1ccco1,-2.5,1,-0.1,-1.3,-2,-0.8,-2,-5,-1.9,-5,-2
COc1ccc(C(CC(=O)Nc2ncccc2C)N2Cc3ccccc3C2=O)cc1OC (centres undefined),0.3,2,0.0,-0.7,-4,-1.9,0,2,-1.0,-2,-2
CC(C)CC(=O)NC(=S)Nc1ccccc1C(=O)Nc1ccccc1,2.4,-6,-0.2,-0.2,-4,1.5,-6,4,-1.0,-2,-5
O=C(CC1CC2CCC1C2)OCC(=O)c1c[nH]c2ccccc12 (centres undefined),3.1,2,-0.2,-0.3,0,1.2,-2,8,-0.2,-3,1
CCCCOc1ccc(C(=O)NCCCC(=O)N2CCCCC2)cc1,-1.7,-1,-0.6,-1.1,2,-0.5,-5,1,0.1,0,-5
COc1ccc(C)cc1NCc1ccc([N+](=O)[O-])cc1,1.9,2,0.5,0.1,-5,-1.6,-7,0,-1.9,-1,4
CS(=O)(=O)N(CC(=O)NCCSCc1ccccc1)c1ccc2c(c1)OCO2,2.1,0,-0.3,0.1,-2,-0.1,3,2,-0.3,-4,0
COc1ccccc1NC(=S)NCC1CCCO1 (centres undefined),-0.3,4,-0.2,2.3,-5,0.6,-2,3,-0.9,2,-4
